Bioassay records as filed in PubChem.
m-calpain inh – calpain II (pig) inhibition; purified calpain II, fluorogenic peptide substrate, 30 min; inhibition, % at 16 µM; hit rate 0.37% among 220,000; AID 1236;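 active = inhibition above about 50%, limit read from the data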
Furin inhibitor – inhibitors of human furin | P09958 | purified furin, fluorogenic substrate cleavage | inhibition, % at 30 µM | hit rate 0.061% among 220,000 | AID 463115; in the data active = inhibition above about 25%; note: inactives centre near -15
PPC-1+TRAIL kill – PPC-1 cancer cell killing with TRAIL present; cell killing (% activity), % at 4 µM; hit rate 0.41% among 220,000; AID 1443; PPC-1 cells + TRAIL, ATPLite viability luminescence;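 active = cell killing above 50% in the first pass at 4 µM, then a duplicate retest at 5 µM averaging 50% or more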;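 note: plate controls were cells with TRAIL plus DMSO for no effect and medium-only wells lacking cells for full effect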
TRPML3 agonist – activates the human TRPML3 channel; AID 1448; activation, % at 3 µM; HEK293 TRPML3-YFP, Fluo-8 calcium fluorescence; 100% = the carbachol control signal; Q8TDD5; hit rate 0.29% among 220,000;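 active = activation above its plate's cutoff, the mean activation of the plate's test wells plus 3 SD, cut at about 12% in these data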;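 note: 0% = DMSO only wells and 100% = carbachol wells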
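system = HEK293 cells stably carrying human TRPML3-YFP | doses = one concentration, 3 µM nominal, 0.3% DMSO | timing = dye loading 1 h 37 °C then 30 min ambient, 125 s read | detection = Fluo-8 calcium dye fluorescence, ex 470-495, em 515-575 nm | benchmarks = high control carbachol 87 µM, low control DMSO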
TbHK1 inh – T. brucei hexokinase 1 inhibition; recombinant TbHK1, G6PDH-coupled NADH A340; inhibition, % at 10 µM; hit rate 0.11% among 220,000; AID 1430;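 active = inhibition of 50% or more in the single-dose primary screen; inactive = inhibition below 50%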
KCC2 mod – KCC2 (human) Cl- transport modulation. hit rate 2.2% among 190,000. B-score of Tl+ flux slope (higher = more flux/activation; lower = inhibition) at 10 µM. KCC2 cells, thallium flux FluoZin-2 fluorescence;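 active = thallium flux slope and its plate-corrected score both differing from the plate sample mean at a set confidence after two filtering rounds, in either direction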;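 note: slope of fluorescence scaled to starting intensity during 10 to 20 s after thallium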
Target sequence (Q9H2X9 whole entry, looked up): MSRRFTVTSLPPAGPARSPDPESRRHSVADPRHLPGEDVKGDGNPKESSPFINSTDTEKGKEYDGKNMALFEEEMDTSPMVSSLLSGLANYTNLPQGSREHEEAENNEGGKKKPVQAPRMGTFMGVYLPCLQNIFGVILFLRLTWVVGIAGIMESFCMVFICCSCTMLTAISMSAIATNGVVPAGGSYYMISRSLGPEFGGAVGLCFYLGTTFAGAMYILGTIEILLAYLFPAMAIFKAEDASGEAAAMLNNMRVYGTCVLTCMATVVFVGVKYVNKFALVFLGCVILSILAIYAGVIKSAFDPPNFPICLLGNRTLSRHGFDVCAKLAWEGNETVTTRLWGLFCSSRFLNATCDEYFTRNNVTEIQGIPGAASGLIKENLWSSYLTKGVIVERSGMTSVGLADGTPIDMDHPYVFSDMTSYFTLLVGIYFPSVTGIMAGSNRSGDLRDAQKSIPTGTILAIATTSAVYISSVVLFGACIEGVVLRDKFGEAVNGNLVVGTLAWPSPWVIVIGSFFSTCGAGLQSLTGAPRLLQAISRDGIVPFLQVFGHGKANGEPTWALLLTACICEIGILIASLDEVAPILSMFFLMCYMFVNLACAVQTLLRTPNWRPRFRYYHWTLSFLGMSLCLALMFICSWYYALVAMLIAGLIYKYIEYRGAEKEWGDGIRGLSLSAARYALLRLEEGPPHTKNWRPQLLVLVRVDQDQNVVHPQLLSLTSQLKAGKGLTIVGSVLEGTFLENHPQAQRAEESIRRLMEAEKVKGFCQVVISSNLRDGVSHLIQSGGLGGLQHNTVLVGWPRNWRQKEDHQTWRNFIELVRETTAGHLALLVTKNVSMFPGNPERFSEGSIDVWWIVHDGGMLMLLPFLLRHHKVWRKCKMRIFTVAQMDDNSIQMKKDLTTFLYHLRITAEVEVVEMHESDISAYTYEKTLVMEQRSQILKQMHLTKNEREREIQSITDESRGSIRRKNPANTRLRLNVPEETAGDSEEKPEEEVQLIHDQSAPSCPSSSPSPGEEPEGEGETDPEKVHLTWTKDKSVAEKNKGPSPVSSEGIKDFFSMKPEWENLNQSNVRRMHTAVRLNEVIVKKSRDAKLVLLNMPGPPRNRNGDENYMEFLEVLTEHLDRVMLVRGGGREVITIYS
zfTRPN1 agonist – activates the zebrafish TRPN1 channel; HEK293 zebrafish TRPN1-YFP, Fluo-8 calcium fluorescence; 100% = response to 87 µM carbachol; activation, % at 3 µM; hit rate 0.18% among 220,000; AID 1424;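 active = activation above its plate's cutoff, the mean activation of test wells on that plate plus 3 SD, cut at about 19% in these data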;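 note: 0% = DMSO alone and 100% = 87 µM carbachol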
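Material – zebrafish TRPN1-YFP in HEK293 cells · Doses – 3 µM single point · Schedule – dye 1 h 37 °C plus 30 min RT · Signal – Fluo-8 calcium fluorescence, excitation 470-495 nm, emission 515-575 nm · Read-out – % activation versus carbachol response · Control set – carbachol high, DMSO low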
EBV gp42 block – EBV gp42 inhibition; Q1HVG2; Fluorescence polarization binding assay, mP read-out; inhibition, % (tested at 21.74 µM); hit rate 0.42% among 220,000; in the data active = inhibition above about 50%
Thrombin inh – thrombin (human) inhibition. hit rate 0.26% among 220,000. inhibition, % at 5 µM. alpha-thrombin, Boc-VPR-AMC fluorogenic substrate cleavage;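 active = inhibition at or above 40%; inactive = inhibition below 40%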;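 note: 0% = enzyme with no compound and 100% = wells without enzyme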
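Material: human alpha-thrombin enzyme / Medium: pH 7.5 Tris (50 mM) with NaCl 150 mM, Tween 20 0.05% / Compound: single-point dosing at 5 µM, 0.2% DMSO / Incubation: enzyme reaction carried out at room temperature / Detection: AMC fluorescence, 355/460 nm / Read-out basis: percent inhibition scaled between no-compound controls and no-enzyme blanks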
* = called active by the depositor; . = not tested or not shown; [ ] = remark or other dose. An unsorted share of the library, and some 3.6% of all compounds hit somewhere here.

SMILES	m-calpain inh	Furin inhibitor	PPC-1+TRAIL kill	TRPML3 agonist	TbHK1 inh	KCC2 mod	zfTRPN1 agonist	EBV gp42 block	Thrombin inh
CS(=O)Cc1cc(Sc2ccccc2)nc(-c2ccncc2)n1 (stereo not drawn)	-48	-13	4	0.2	-6	.	0.6	-11	-10
Cn1c(SCC(=O)N2CCOCC2)nc(O)cc1=O	-29	-12[20 µM]	10	0.7	2	0.43	1.0	4	-3
O=C(CC1OC(=O)c2ccccc21)Nc1ccccc1N1CCOCC1 (stereo not drawn)	6	-16	6	0.1	5	0.011	0.9	-17	-1
CCSc1nnc(NC(=O)CSc2nc(C)cc(C)n2)s1	-3	-4[20 µM]	17	0.9	0	-0.82	-0.7	2	0
CC(C)CN1CCC(CN(C)Cc2nc(-c3cnccn3)no2)CC1	-5	-21	-5	1.2	-2	.	1.4	-17	-4
O=C(OCCN1CCCC1=O)c1cc(F)c(F)c(F)c1F	23	-8	22	0.4	3	0.47	1.3	-7	-18
CC(C)C(=O)Nc1c2c(nc3ccccc13)N(C)CC2	-194	-57	15	-0.7	-16	0.3	0.1	-5	-7
O=C1C2CCCN2C(c2ccc(Br)cc2)N1c1ccc(F)cc1 (stereo not drawn)	-7	-26	-4	0.7	-2	.	0.2	-14	-7
Cc1ccc(-n2c(C)cc(C=C3C(=O)CC(C)(C)CC3=O)c2C)cc1	6	-11	7	-0.1	32	0.62	-1.8	-3	-7
OC(CSc1ccccc1Cl)CN1CCN(c2ccccc2F)CC1 (stereo not drawn)	30	-12[20 µM]	10	1.0	0	.	-1.1	-10	-6
CCCCNC(=O)Nc1ncn[nH]1	-10	-30	6	0.8	-2	0.046	-0.8	-10	-1
CCCCNC(=O)COC(=O)c1cc2c(C)nn(-c3ccccc3)c2s1	-44	-9	-14	0.7	-7	0.33	-0.1	-27	-1
O=C(N/N=C/c1c(Cl)cccc1Cl)c1cccc(F)c1	22	-15[20 µM]	17	-0.1	-3	0.95	0.5	1	4
O=C(/C=C/c1ccc(F)cc1)NC(=S)NNC(=O)c1cccnc1	5	-8	-6	1.5	27	0.66	2.1	-13	-7
O=C(Cc1cccs1)N/N=C\c1ccc(O)cc1	-17	-11	4	0.2	-21	-0.12	-0.4	9	-1

2 compounds from above, showing only KCC2 mod, TRPML3 agonist and Furin inhibitor:
SMILES	KCC2 mod	TRPML3 agonist	Furin inhibitor
O=C(/C=C/c1ccc(F)cc1)NC(=S)NNC(=O)c1cccnc1	0.66	1.5	-8
O=C(CC1OC(=O)c2ccccc21)Nc1ccccc1N1CCOCC1 (stereo not drawn)	0.011	0.1	-16

Next records follow.
SMILES	m-calpain inh	Furin inhibitor	PPC-1+TRAIL kill	TRPML3 agonist	TbHK1 inh	KCC2 mod	zfTRPN1 agonist	EBV gp42 block	Thrombin inh
COc1cc(/C=C2/NC(=O)NC2=O)cc(Br)c1OCc1ccc(C(=O)O)cc1	-27	-8	7	0.6	-17	-2.5	1.7	7	-2
CC1(C)CC(=O)C(/C=N/n2cnc3ccccc3c2=O)=C(O)C1	-13	79*	26	-0.5	11	0.039	0.1	-5	5
CCN(CC)S(=O)(=O)c1ccc(OC)c(NC(=O)COc2ccccc2[N+](=O)[O-])c1	-29	-17	7	0.5	1	1.5	0.0	-12	-1
CCOC(=O)COc1cccc2c(=O)n(CC(=O)NCc3ccc4c(c3)OCO4)ccc12	-1	-5	.	0.3	-2	0.065	1.3	0	-6
Cc1ccc(OCCCOc2cccc3cccnc23)cc1C	28	-7	4	-0.9	-2	0.8	-1.6	2	3
Nc1nc(NCCCN2CCOCC2)nc(Nc2cccc(Cl)c2)c1[N+](=O)[O-]	-10	1	-6	1.2	-50	-0.42	1.4	-9	-2
Cc1cc2nc(N)sc2cc1C	11	-12[20 µM]	25	0.2	-2	-0.41	-0.7	-1	-4
COc1ccc(Cc2nnc(NC(=O)Cc3cccs3)s2)cc1	0	-15	14	-0.5	14	-0.78	-2.0	74*	-1
CC(C)(C)c1ccc(C2(C)NC(=O)N(CC(=O)Nc3ccc4c(c3)OCO4)C2=O)cc1 (stereo not drawn)	-39	-18[20 µM]	-6	2.1	-7	.	6.7	-5	0
Cc1ccc(C)c(S(=O)(=O)N2CCN(C(=O)Cn3c(C(F)(F)F)nc4ccccc43)CC2)c1	-7	-17[20 µM]	16	0.0	-2	.	-0.5	-7	1
O=C(Nc1cc(C(F)(F)F)ccc1N1CCOCC1)c1ccc(Br)o1	9	-29[20 µM]	23	0.1	2	0.58	0.9	-13	-3
O=C1N(C2CCCC2)C[C@@H]2C[C@@H](c3cn[nH]c3-c3ccc(Cl)cc3)N3CCC[C@@]123	-9	-14	14	2.8	-3	-0.55	3.0	-11	4
CC(=O)c1ccc(NC(=S)Nc2ccn(Cc3ccc(Br)cc3)n2)cc1	-29	-28	4	1.6	1	0.011	1.2	-2	2
O=C(Nc1ccc(F)cc1Cl)c1ccc2c(=O)n3c(nc2c1)CCCCC3	18	-31	-12	0.5	6	-0.13	2.1	2	11
CC1(C)NC(=O)N(CC(=O)Nc2nc(-c3ccc(F)cc3)cs2)C1=O	-44	-15[20 µM]	-7	1.4	-7	-4.9*	0.3	1	-3

Some of these compounds in order of their number in TbHK1 inh, ascending:
Compound,TbHK1 inh
CC(C)(C)c1ccc(C2(C)NC(=O)N(CC(=O)Nc3ccc4c(c3)OCO4)C2=O)cc1 (stereo not drawn),-7
Cc1cc2nc(N)sc2cc1C,-2
CCN(CC)S(=O)(=O)c1ccc(OC)c(NC(=O)COc2ccccc2[N+](=O)[O-])c1,1
CC1(C)CC(=O)C(/C=N/n2cnc3ccccc3c2=O)=C(O)C1,11

Next part.
SMILES	m-calpain inh	Furin inhibitor	PPC-1+TRAIL kill	TRPML3 agonist	TbHK1 inh	KCC2 mod	zfTRPN1 agonist	EBV gp42 block	Thrombin inh
CN(C)C(=O)CSc1nc2ccccc2n1Cc1ccccc1	10	-16	26	0.5	4	0.16	-0.4	-23	-7
Cc1cc(C)c(S(=O)(=O)Nc2ccc(N3CCOCC3)cc2)c(C)c1	-9	-18	4	1.2	-7	0.28	1.2	-3	4
COc1ccccc1/C=N/n1cnnc1	-57	-10	-1	0.6	-18	0.039	1.9	-11	0
CCOC(=O)c1c(N)sc(C(=O)N2CCCCC2)c1C	-1	-19[20 µM]	-32	0.1	2	-0.033	0.7	-3	-3
CCC(=O)Nc1ccccc1C(=O)OC(c1ccccc1)c1ccccc1	6	-17	-4	-0.4	13	0.57	-2.1	-5	-4
CCCCn1c(=S)[nH]c2ccc(N3CCOCC3)cc2c1=O	-445	-24	17	0.3	-9	12*	0.8	2	-12
CCn1c(SCC(=O)Nc2cc(C)ccc2C)nc2c(c1=O)SC(C)C2 (stereo not drawn)	0	-15	15	-0.4	-8	-0.5	-0.9	-23	-1
COc1ccc(Cl)cc1Nc1nc(-c2sc(NC(=O)c3ccccc3)nc2C)cs1	-210	-8[20 µM]	4	1.9	-25	1.1	0.8	-23	1
COc1cccc(NC(=O)c2ccccc2-c2nc(-c3ccccc3)no2)c1	-2	-16	-12	-1.1	6	.	-0.5	-11	-4
CCOc1ccc2nc(Cl)c(/C=C/C(=O)c3ccco3)cc2c1	-11	-1[20 µM]	13	0.4	-9	-0.25	-0.5	-10	-3
O=c1ccn(CCOc2ccc(Cl)cc2)c(=O)[nH]1	10	-12	25	0.2	39	.	-0.9	-4	-4
CCOc1ccc(OCC)c(NC(=O)CC2Oc3ccc(C)cc3NC2=O)c1 (stereo not drawn)	-7	-31	8	-0.2	-5	.	-1.7	-21	0
CC(C)c1ccc(/C=C2\CC/C(=C\C=N\N(C)C)C2=O)cc1	-34	-7[20 µM]	24	1.4	-7	0.18	1.1	-47	5
CCCCOc1ccc(/C=C/C(=O)OCC(=O)NC(=O)NCC(C)C)cc1OCC	-104	-11	14	0.3	-22	0.45	-0.5	-11	-5
CCOC(=S)SCc1cn2cccc(C)c2n1	-8	-10	1	0.7	1	-1.1	-0.3	4	-4
CC1CN(c2nc3c(c(=O)n(Cc4ccc(Cl)cc4)c(=O)n3C)n2C)CC(C)O1 (stereo not drawn)	10	-21	4	0.6	-10	0.6	0.0	1	-4
CN1C(=S)SC(/[N+]([O-])=C\c2ccc(Cl)cc2)C1(C)C (stereo not drawn)	13	-19[20 µM]	14	0.4	-9	1.2	0.4	-14	3
O=C(c1ccccc1)c1ccc2nc(-c3ccco3)c(-c3ccco3)nc2c1	-73	-12	11	-0.1	3	-2.4	0.6	11	-6
Cc1ccc(NC(=O)C2OCCc3ccccc32)cc1 (stereo not drawn)	8	-21	26	-0.2	-1	-1.1	-1.2	-18	-3
CC1(C#CC[N+]2(C)CCCCC2)CCC2C(O1)c1ccccc1OC2(C)C (stereo not drawn)	-9	-15	6	-0.2	4	-1.4	-0.4	-35	-8
C[C@@H](C(=O)N1CCN(C(=O)OC(C)(C)C)CC1)n1cc(CCC(=O)O)nn1	23	-21	-2	0.3	3	-0.071	1.4	-9	1
O=C(CSc1nc(O)c(C2CCCCC2)c(=O)[nH]1)N1CCOCC1	-10	-26	4	0.5	-6	1.2	2.5	-16	-1
C/C(=N\NC(=O)c1ccc(CSc2nncn2C)cc1)c1ccc(Cl)cc1	20	-17	28	0.2	-2	-0.16	1.7	3	18
Cc1ccc(-n2cc(CN(C)CCc3cn[nH]c3)c(-c3cccc(C)c3)n2)cc1	-19	-23	15	0.6	5	0.36	0.0	5	-3
CC(C)(C)NC(=O)c1cccc(NC(=O)CSc2ccc(Cl)cc2)c1	14	-23	8	1.5	6	0.1	1.9	-23	3
Cc1cc(N2CCN(S(=O)(=O)c3ccc(Cl)c(Cl)c3)CC2)c2ccccc2n1	-5	-4	26	0.3	-2	0.053	-0.7	14	-5
COc1ccc(-c2nn(-c3ccccc3)cc2C(=O)Nc2nc(CC(C)=O)ns2)cc1	-100	-15	9	1.0	-2	-0.68	1.5	-7	2
CCn1c(CNC(=O)c2ccccc2)nnc1SCC(=O)N1CCN(c2ccccc2)CC1	-12	-15[20 µM]	8	-0.4	4	0.0067	-1.4	-4	1
COc1c(O)c(O)c2oc(-c3ccccc3)cc(=O)c2c1OC	25	-20	12	-0.1	-14	-1.3	-0.5	-7	1
CCc1nnc(NC(=O)C2CCCN2C(=O)Nc2ccccc2)s1 (stereo not drawn)	19	-21	12	0.6	3	-1.7	1.6	11	3
C(=N/Nc1cc(N2CCOCC2)nc(N2CCOCC2)n1)/c1ccccc1	-12	9	16	-0.7	-32	-0.15	-2.1	-9	-1
COCCNC(=O)/C(C#N)=C/c1ccc(OC(=O)c2cccs2)c(OC)c1	22	-1	22	-0.7	-29	-0.034	-1.1	-8	7
CC1CC1c1ccc(/C=C(\C#N)C(=O)Nc2ccc(Cl)cc2)o1 (stereo not drawn)	3	-8	5	1.0	-8	0.088	1.5	11	-2
COc1ccc(Cl)cc1NC(=O)N1CCN(C2CCCCC2)CC1	-31	-19[20 µM]	14	0.3	5	.	1.2	4	-12
COc1ccc(-c2cn(-c3ccc(C)cc3)c(=O)n2CC(=O)Nc2ccc(OC)c(OC)c2)cc1	-46	-17[20 µM]	10	0.1	-19	.	-0.4	-9	-1
COc1ccc(N(CN2C(=O)C3CC=CCC3C2=O)C(=O)c2ccco2)cc1 (stereo not drawn)	-6	-11[20 µM]	-7	0.0	2	.	0.4	-27	1
